HTRA1 inhibitor: HTRA1 serine protease inhibitors, primary screen, biochemical, fluorescence polarization, HTS; recombinant HTRA1, FP-rhodamine activity-based probe; inhibition, % at 5.96 µM; Q92743; 340,000 compounds, 0.5% hits; in the data active = inhibition above about 36%;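 also: 0% = enzyme with DMSO and 100% = wells lacking enzyme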
Target sequence (Q92743 whole entry, looked up): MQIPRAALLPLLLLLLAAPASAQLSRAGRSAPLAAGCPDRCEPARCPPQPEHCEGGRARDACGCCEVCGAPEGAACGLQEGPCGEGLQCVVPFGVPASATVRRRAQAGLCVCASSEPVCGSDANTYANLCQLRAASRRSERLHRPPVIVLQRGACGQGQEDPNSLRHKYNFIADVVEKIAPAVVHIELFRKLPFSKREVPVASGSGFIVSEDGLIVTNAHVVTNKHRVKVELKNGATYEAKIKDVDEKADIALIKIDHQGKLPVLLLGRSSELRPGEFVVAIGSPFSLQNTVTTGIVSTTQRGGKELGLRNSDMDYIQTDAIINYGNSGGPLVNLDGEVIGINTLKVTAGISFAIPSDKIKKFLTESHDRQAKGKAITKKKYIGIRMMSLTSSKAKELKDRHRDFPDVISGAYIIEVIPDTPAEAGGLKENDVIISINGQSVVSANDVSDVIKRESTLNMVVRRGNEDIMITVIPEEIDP
DDE Tn7 FP inh: inhibitors of Tn7 peptide binding to fibrin DD(E), primary screen, biochemical, fluorescence polarization, human fibrin, Tn7 probe. Fibrinogen beta chain (Homo sapiens), P02675. FP displacement of FITC-Tn7 peptide from fibrin DD(E); 0% = median of compound wells per plate. inhibition, % at 8.3 µM. 370,000 compounds, 0.13% hits;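 active = inhibition above the mean of compounds falling within the control limits plus 3 SD of them, cut at about 14% in these data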;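 also: 0% = plate median of compound wells and 100% = 10 µM Aha-Tn7 peptide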
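Assay system: Human fibrin DD(E) protein | Medium: Tris buffer with calcium and detergent, pH 7.8 | Reagent: 0.1 µM fluorescent Tn7 | Compound dosing: Single point at 8.3 µM | Times: 10 min preincubation, 3 h with tracer, room temperature | Detection: Fluorescence polarization of the labelled Tn7 tracer | Controls: Aha-Tn7 high control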
PG9 binder: binders of HIV-1 gp120 antibody PG9, primary screen, biochemical, TR-FRET | HIV-1 gp120 / PG9 antibody interaction | TR-FRET gp120-PG9 antibody binding | inhibition, % at 6.7 µM | 360,000 compounds, 0.43% hits | AID 624416, 2012; in the data active = inhibition above about 8.5%
TCR CD3 inh: inhibitors of human TCR-CD3 interaction, primary screen, biochemical, fluorescence, TAMRA-labeled TCR probe | 360,000 compounds, 0.37% hits | T-cell receptor (TCR) | AID 651800, 2012 | inhibition, % at 9.4 µM; in the data active = inhibition above about 19%;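 also: recombinant mutant TCR 2C K166C tagged with TAMRA read by polarization; 0% = receptor in buffer alone and 100% = receptor with positive control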
SIAE inh: human SIAE inhibitors, primary screen, biochemical, fluorescence polarization, FP-Rh probe, 1536-well HTS. SIAE FP-Rh probe binding. inhibition, % at 9.66 µM. 370,000 compounds, 0.69% hits. AID 1053197, 2014;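 active = inhibition above a cutoff: mean of compounds within the control limits plus 3 SD of those, cut at about 17% in these data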;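 also: 0% = plate median of compound wells and 100% = probe without SIAE protein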
Target sequence (Q9HAT2 whole entry, looked up): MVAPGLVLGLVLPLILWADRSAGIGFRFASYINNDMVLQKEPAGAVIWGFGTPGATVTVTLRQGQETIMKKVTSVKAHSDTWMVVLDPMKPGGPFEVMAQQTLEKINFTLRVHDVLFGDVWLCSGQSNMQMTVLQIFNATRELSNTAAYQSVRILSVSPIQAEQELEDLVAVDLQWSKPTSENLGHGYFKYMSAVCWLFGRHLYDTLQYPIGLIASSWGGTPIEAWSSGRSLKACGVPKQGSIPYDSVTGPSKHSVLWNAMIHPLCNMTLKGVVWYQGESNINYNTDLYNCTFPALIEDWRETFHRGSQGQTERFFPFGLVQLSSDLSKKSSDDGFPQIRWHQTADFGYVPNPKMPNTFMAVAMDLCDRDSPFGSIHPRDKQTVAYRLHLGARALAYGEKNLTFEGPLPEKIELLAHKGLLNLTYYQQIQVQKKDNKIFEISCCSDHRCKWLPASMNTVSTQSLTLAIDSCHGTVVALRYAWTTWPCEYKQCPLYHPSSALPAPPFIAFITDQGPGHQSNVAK
ABHD4 inh: ABHD4 inhibitors, primary screen, biochemical, fluorescence polarization, mouse | (Lyso)-N-acylphosphatidylethanolamine lipase (Mus musculus), Q8VD66 | purified mABHD4, FP-Rh probe fluorescence polarization | inhibition, % at 8.92 µM | 370,000 compounds, 0.54% hits;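 active = inhibition exceeding the mean over every tested compound plus 3 SD, cut at about 30% in these data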;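 also: 0% = plate median of compound wells and 100% = S159A mutant with DMSO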
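assay system = mABHD4 protein | compound dosing = single nominal dose of 8.92 µM, 0.89% DMSO final | read-out basis = percent inhibition of probe binding, normalized to plate controls | schedule = Enzyme–compound pre-incubation 45 min, then probe 60 min, both 25 °C | detection = fluorescence polarization, excitation 525 nm, emission 598 nm, BODIPY TMR filters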
UHRF1 MBD2 ctr: UHRF1 methylated DNA binding inhibitors, primary screen, counter-screen for MBD2 inhibitor project, biochemical, TR-FRET, human UHRF1, single concentration; E3 ubiquitin-protein ligase UHRF1 (Homo sapiens), Q96T88; UHRF1 binding to methylated oligo; inhibition, % at 4.4 µM; 370,000 compounds, 0.75% hits; AID 687016, 2013; in the data active = inhibition above about 21%;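 also: UHRF1 SRA domain binding a hemimethylated CpG hairpin DNA probe; 0% = median of test compound wells and 100% = reference inhibitor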
LEDGF integ inh: blockers of LEDGF/p75-dependent integrase strand transfer – biochemical, TR-FRET, high throughput, primary screen | HIV-1 integrase (with human LEDGF/p75) | TR-FRET IN-LEDGF/p75 DNA integration, Eu/Cy5 | inhibition, % at 3.7 µM | 370,000 compounds, 0.64% hits | AID 743269, 2014;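 active = inhibition above the screen-wide mean plus 3 SD, cut at about 13% in these data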;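 also: signal is the Cy5 over europium emission ratio at 671 and 618 nm; 0% = plate median of compound wells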
TDP2 inh: human TDP2 enzyme inhibitors, primary screen, biochemical, epi absorbance, recombinant enzyme | AID 720702, 2013 | T5PNP hydrolysis, p-nitrophenol absorbance 415 nm | Tyrosyl-DNA phosphodiesterase 2 (Homo sapiens), O95551 | inhibition, % at 12.8 µM | 370,000 compounds, 0.34% hits;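 active = inhibition above the mean of all tested compounds plus 3 SD, set per campaign, cut at about 25% in these data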;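 also: 0% = DMSO with enzyme and 100% = buffer with substrate but no TDP2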
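Material: recombinant human TDP2; quantity: TDP2 enzyme at 120 nM final; medium: Tris-HCl pH 7.5 with MgCl2; compound: single concentration, 12.8 µM nominal, with 1% DMSO; incubation: 2 h enzyme incubation at 37 °C; signal: epi absorbance; measure: percent inhibition; benchmarks: high control without enzyme, low control DMSO plus TDP2; repeats: singlicate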
PRMT1 inh: PRMT1 methyltransferase inhibitors, primary screen, biochemical, fluorescence polarization | Protein arginine N-methyltransferase 1 (Homo sapiens), Q99873 | recombinant PRMT1, activity-based probe fluorescence polarization | inhibition, % at 2.79 µM | 370,000 compounds, 1.3% hits;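 active = inhibition above about 21% made by adding two undisclosed values, limit read from the data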
Numbers without * were called inactive; . = not tested or not shown.

SMILES | HTRA1 inhibitor | DDE Tn7 FP inh | PG9 binder | TCR CD3 inh | SIAE inh | ABHD4 inh | UHRF1 MBD2 ctr | LEDGF integ inh | TDP2 inh | PRMT1 inh
CN(C)CCCCCCCCCCC(=O)/C=N/O | 6 | 1 | 1.9 | -5 | 16 | -1 | 0 | 5 | 10 | -3
COc1ccc(-n2ncc3c(=O)n(CC(C)=O)cnc32)cc1 | 0 | -3 | -1.7 | 1 | 0 | 2 | 0 | 5 | 1 | 0
O=C(N/N=C\c1c(O)ccc2ccccc12)c1cncc(Br)c1 | 53* | -41 | -3.3 | 1 | 31* | 34* | -1 | -9 | -9 | -4
CC(=O)N1CCOc2ccc(S(=O)(=O)NCCc3ccc(S(N)(=O)=O)cc3)cc21 | 3 | 2 | 0.7 | 7 | -3 | 7 | -3 | 3 | -2 | -5
CCOc1ccc(CNC(=O)c2ccc(Sc3ccc(C)cc3)c(NC(C)=O)c2)cc1OC | -18 | -2 | 0.3 | -3 | 5 | -7 | -3 | 2 | 6 | -1
CC1(OC(=O)CCc2ccccc2)C(=O)C=C2C=C(c3ccc(C#N)cc3)N(CCN3CCOCC3)C=C2C1=O (configuration not stated) | 3 | 3 | -0.1 | 7 | 6 | 6 | -1 | 1 | 7 | 3
CN(C(=O)CSc1nnc(Nc2ccccc2)s1)C1CCS(=O)(=O)C1 (configuration not stated) | -3 | -8 | -1.9 | 2 | 1 | -4 | 1 | 0 | -3 | -1
COc1ccc(N2CCN(C(=O)C3CCN(S(=O)(=O)c4c(C)noc4/C=C/N(C)C)CC3)CC2)cc1 | 4 | -2 | -1.6 | -8 | -4 | -7 | -1 | 2 | -26 | -2
CCOC(=O)c1cc(CN2CCOCC2)oc1-c1ccccc1 | -1 | -4 | -0.3 | 5 | 2 | 1 | -2 | 0 | 0 | 0
CN(Cc1ccccc1)C(=O)C1CCC(CNS(=O)(=O)c2cccc3cccnc23)CC1 (configuration not stated) | -5 | -2 | -0.2 | -2 | -3 | 4 | 32* | -1 | -4 | 3
CN(C(=O)COC(=O)CCc1nc2ccccc2c(=O)[nH]1)C1CCS(=O)(=O)C1 (configuration not stated) | -4 | -4 | -0.1 | -3 | 1 | -3 | 1 | 1 | 4 | -6
Cc1cnc(C(=O)OCC(=O)Nc2cc(-c3cc(C)c(C)cc3C)nn2-c2ccccc2)cn1 | -28 | 7 | -1.4 | 3 | -12 | -7 | -4 | 0 | -11 | -1
CC(N=Cc1ccccc1O)c1ccccc1 (configuration not stated) | 2 | 4 | -1.4 | 6 | 3 | -1 | -4 | 1 | 2 | 0
COc1ccc(OC)c(S(=O)(=O)Nc2cc3c4c(c2)CCC(=O)N4CCC3)c1 | 12 | -2 | 0.8 | 4 | 1 | 8 | -1 | 2 | 12 | -1
Cc1cc(C)c(OCC(=O)OCC(=O)NCC2CCCCC2)c(C)c1 | -9 | -2 | -1.7 | -9 | 1 | 6 | 0 | 0 | 7 | -3
CCOc1ccc(C(CC(=O)O)NC(=O)c2cccs2)cc1 (configuration not stated) | 1 | -2 | -1.5 | 8 | -4 | -2 | -2 | 2 | 7 | 2
CCCCCCCCCC1NC(C(=O)O)Cc2c1[nH]c1ccccc21 (configuration not stated) | -2 | -5 | 0.2 | 0 | 3 | 1 | 2 | 1 | -15 | -1
COc1ccc(NC(=O)Nc2cc(C)ccc2OC)cc1 | 0 | -1 | -0.7 | -4 | -2 | -21 | 5 | -1 | -10 | 4
O=C(Oc1ccc(Nc2ncnc3ccccc23)cc1)c1cccnc1 | -3 | 0 | -2.3 | -8 | -10 | -5 | 7 | -4 | -9 | 5
Cc1cccnc1C(NC(=O)C1CCN(CCCc2ccccc2)CC1)c1ccc(Cl)cc1 (configuration not stated) | . | -3 | -1.0 | -11 | 1 | 11 | 21 | 4 | -14 | -1

3 structures out of the list, ordered by length of the SMILES, largest number first:
SMILES | HTRA1 inhibitor | DDE Tn7 FP inh | PG9 binder | TCR CD3 inh | SIAE inh | ABHD4 inh | UHRF1 MBD2 ctr | LEDGF integ inh | TDP2 inh | PRMT1 inh
CN(C(=O)COC(=O)CCc1nc2ccccc2c(=O)[nH]1)C1CCS(=O)(=O)C1 (configuration not stated) | -4 | -4 | -0.1 | -3 | 1 | -3 | 1 | 1 | 4 | -6
O=C(Oc1ccc(Nc2ncnc3ccccc23)cc1)c1cccnc1 | -3 | 0 | -2.3 | -8 | -10 | -5 | 7 | -4 | -9 | 5
COc1ccc(NC(=O)Nc2cc(C)ccc2OC)cc1 | 0 | -1 | -0.7 | -4 | -2 | -21 | 5 | -1 | -10 | 4

Further compounds:
SMILES | HTRA1 inhibitor | DDE Tn7 FP inh | PG9 binder | TCR CD3 inh | SIAE inh | ABHD4 inh | UHRF1 MBD2 ctr | LEDGF integ inh | TDP2 inh | PRMT1 inh
Cc1c(C(=O)NCc2ccccc2F)oc2ccccc12 | -15 | -1 | -1.1 | -9 | 0 | -6 | 1 | -1 | -6 | 5
Cn1cc(CN2CCCC(C(=O)c3ccc(-c4ccccc4)cc3)C2)cn1 (configuration not stated) | 5 | -1 | -2.4 | 0 | 6 | 1 | 2 | -1 | -10 | -1
COc1cc(C(=S)N2CCCC2)ccc1O | -3 | 9 | 0.6 | 6 | -4 | 0 | -1 | 0 | 0 | 5
Cc1ccc(N(CCC#N)C(=O)CCl)cc1C | 1 | -2 | 1.1 | 0 | 0 | 5 | -3 | 0 | 6 | -1
c1ccc(OCCOc2ccccc2-c2nnco2)cc1 | -7 | -2 | -0.7 | 2 | -3 | -2 | -2 | -5 | 5 | -1
Cc1cc(C)cc(OCC(=O)N(Cc2ccccc2)C2CCS(=O)(=O)C2)c1 (configuration not stated) | 3 | -3 | 0.9 | 0 | 0 | 6 | -1 | -2 | 0 | 3
CCCCOC(=O)c1nnc(-c2ccc(Cl)cc2)o1 | -4 | 0 | -1.5 | -2 | 9 | -3 | -3 | 3 | 16 | -1
COc1ccc(CC(=O)OCC(=O)NCc2ccccc2Cl)cc1 | 4 | 4 | -0.1 | 4 | 0 | -1 | 0 | -4 | 1 | 1
COc1cc(CNCCC2CCOC(C)(C)C2)ccc1O (configuration not stated) | 3 | -3 | 0.2 | 3 | 3 | 4 | 6 | -1 | -6 | 1
Cc1nc(N2N=C(c3ccc(Cl)cc3)CC2c2ccco2)sc1C(=O)N(C)C (configuration not stated) | -17 | -3 | 1.6 | -12 | 0 | 8 | 2 | -7 | -11 | 2

Some of these compounds in order of the HTRA1 inhibitor value, smallest number first:
SMILES | HTRA1 inhibitor
CCCCCCCCCC1NC(C(=O)O)Cc2c1[nH]c1ccccc21 (configuration not stated) | -2
COc1ccc(-n2ncc3c(=O)n(CC(C)=O)cnc32)cc1 | 0
CC(N=Cc1ccccc1O)c1ccccc1 (configuration not stated) | 2
CC(=O)N1CCOc2ccc(S(=O)(=O)NCCc3ccc(S(N)(=O)=O)cc3)cc21 | 3
Cn1cc(CN2CCCC(C(=O)c3ccc(-c4ccccc4)cc3)C2)cn1 (configuration not stated) | 5
CN(C)CCCCCCCCCCC(=O)/C=N/O | 6

(next part)
SMILES | HTRA1 inhibitor | DDE Tn7 FP inh | PG9 binder | TCR CD3 inh | SIAE inh | ABHD4 inh | UHRF1 MBD2 ctr | LEDGF integ inh | TDP2 inh | PRMT1 inh
CC1(C(=O)NS(=O)(=O)c2ccccc2)CCN1C(=O)CCc1ccccc1 (configuration not stated) | . | -4 | 0.8 | -9 | 4 | 0 | -1 | -3 | 1 | 1
COc1cccc(/C=C/C(=O)c2c(O)cc(C)oc2=O)c1O | 4 | -3 | -1.6 | -8 | -4 | 0 | -1 | 4 | -1 | 5
CC1(C(=O)Nc2cccc(Oc3ccccc3)c2)CCN1Cc1ccccc1OC(F)F (configuration not stated) | . | 0 | -2.2 | 3 | -5 | -15 | 1 | 1 | 5 | -5
CCOc1cc(C)c(C(C)C)cc1S(=O)(=O)n1cnc(C)c1 | . | -2 | -1.3 | 2 | 0 | -3 | 1 | 1 | 6 | 0
CN1CCN(C(=O)C2=C[C@@H](c3ccccc3)C[C@@H](OCc3ccc(CO)cc3)O2)CC1 | -9 | -1 | -3.2 | -3 | 13 | 0 | -1 | 3 | 0 | -1
Cc1ccc(CCNC(=O)CNC(=S)N(Cc2ccccc2)Cc2cccnc2)cc1 | -8 | -2 | 1.2 | -4 | 0 | 6 | 2 | -2 | -11 | 1
CCOC(=O)c1cnc2ccc(OCC)cc2c1N1CCN(c2ccccc2)CC1 | -36 | 4 | -2.9 | -3 | -5 | -7 | 0 | -2 | 5 | -1
O=C(Nc1ccc2nc(-c3ccco3)[nH]c2c1)c1cccs1 | -2 | 4 | -2.4 | -2 | -6 | -3 | -5 | -1 | 3 | 0
COc1ccc(N2C(=O)CC(N3CCOCC3)C2=O)cc1 (configuration not stated) | 9 | 0 | -0.5 | 1 | 0 | -3 | -1 | 0 | 10 | 21*
O=C(CSc1nc2ccccc2c(=O)n1CCCN1CCOCC1)NCCc1ccccc1 | 0 | 6 | -2.5 | -12 | 8 | 0 | 1 | -3 | 1 | 2
O=C(Cn1cccc1)N1CCc2ccccc21 | 3 | 3 | -1.2 | 1 | 2 | -2 | 10 | 1 | -8 | 3
O=C(C1CCN(S(=O)(=O)c2cccs2)CC1)N1CCN(Cc2ccccc2)CC1 | 0 | 4 | -0.1 | 4 | 0 | -7 | 16 | -1 | 9 | -7
